OX1R antag-1: OX1R (HCRTR1) antagonists, primary screen, fluorescence, CHO/OX1R cells, Fluo-8 calcium, orexin A. AID 434989, 2010. Fluo-8 calcium fluorescence. inhibition, % at 5 µM. 330,000 compounds, 0.43% hits. Orexin/Hypocretin receptor type 1 (Homo sapiens), O43613;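 active = inhibition above its plate's threshold, mean inhibition of all tested compounds on the plate plus 3 SD, cut at about 37% in these data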;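 note: 0% = orexin A challenge wells and 100% = SB-334867-A antagonist wells; not every result past the cut was called active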
Target sequence (O43613 whole entry, looked up): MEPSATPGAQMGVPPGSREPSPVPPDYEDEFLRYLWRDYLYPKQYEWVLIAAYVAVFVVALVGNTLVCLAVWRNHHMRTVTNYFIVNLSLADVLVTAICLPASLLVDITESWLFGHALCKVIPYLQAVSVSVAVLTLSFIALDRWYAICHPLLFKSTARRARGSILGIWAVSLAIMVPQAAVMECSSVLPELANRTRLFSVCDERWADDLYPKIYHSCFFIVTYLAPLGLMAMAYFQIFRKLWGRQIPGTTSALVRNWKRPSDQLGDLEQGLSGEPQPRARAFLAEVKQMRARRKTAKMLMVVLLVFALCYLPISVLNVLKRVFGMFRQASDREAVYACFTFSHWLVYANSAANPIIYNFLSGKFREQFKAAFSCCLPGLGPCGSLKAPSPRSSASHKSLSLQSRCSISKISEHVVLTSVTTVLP
STK33 kinase inh: inhibitors of purified STK33 kinase, primary screen, biochemical, ADP-Glo luminescence, homogeneous, cell-free. Serine/threonine-protein kinase 33 (Homo sapiens), Q9BYT3. MBP phosphorylation. inhibition, % at 10 µM. 320,000 compounds, 0.073% hits. AID 2661, 2010;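 active = inhibition at or above 25%, using the most active replicate where run in duplicate; inactive = inhibition below 25%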
Target sequence (Q9BYT3 whole entry, looked up): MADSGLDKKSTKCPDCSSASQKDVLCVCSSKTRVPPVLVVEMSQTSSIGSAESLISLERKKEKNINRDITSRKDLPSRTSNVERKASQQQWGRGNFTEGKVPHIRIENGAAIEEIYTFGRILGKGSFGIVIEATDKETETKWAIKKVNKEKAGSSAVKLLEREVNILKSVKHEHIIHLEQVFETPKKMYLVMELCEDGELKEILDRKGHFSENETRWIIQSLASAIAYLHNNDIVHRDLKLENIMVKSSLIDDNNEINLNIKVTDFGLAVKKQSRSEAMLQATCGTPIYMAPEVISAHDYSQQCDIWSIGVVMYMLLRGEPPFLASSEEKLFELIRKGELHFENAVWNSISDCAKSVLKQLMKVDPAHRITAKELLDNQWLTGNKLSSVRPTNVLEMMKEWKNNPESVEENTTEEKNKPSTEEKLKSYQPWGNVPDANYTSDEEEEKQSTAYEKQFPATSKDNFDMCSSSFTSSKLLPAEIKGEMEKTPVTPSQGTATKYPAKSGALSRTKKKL
OX1R antag-2: antagonists of human orexin 1 receptor (OX1R); Orexin/Hypocretin receptor type 1 (Homo sapiens), O43613; OX1R-expressing cells, FRET antagonist read-out; inhibition, % at 6.6 µM; 330,000 compounds, 1.8% hits; AID 485270, 2010; in the data active = inhibition mostly above about 38%, no sharp cut-off; inactive = mostly below about 40%;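 note: 0% = agonist challenge alone and 100% = reference antagonist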
Starred values were filed as active, the others as inactive; x = not tested or not shown. Compounds were not picked by outcome. About 2.2% of those tested had a hit in this group.

Below each compound: OX1R antag-1, STK33 kinase inh, OX1R antag-2
> CCOc1cc(C)c(C(C)C)cc1S(=O)(=O)N1CCOCC1
  -28, -0.1, 2
> CN1CCN(CCCNC(=O)C2CCN(c3nnc(-n4cccc4)s3)CC2)CC1
  -6, -0.7, 8
> Cc1ccc(C(=O)Nc2ccc(C(=O)/C=C/c3cccs3)cc2)cc1
  -26, 1.5, 29
> Cc1cc(C=O)c(O)cc1O
  -3, -0.6, 24
> CCOC(=O)Cn1cc(/C=N/N2C(=O)C3C4C=CC(C4)C3C2=O)c2ccccc21 (stereo not drawn)
  -7, 0.7, 8
> CCOC(=O)N1CCC(NC(=O)CC2C(=O)NCCN2Cc2ccccc2)CC1 (stereo not drawn)
  -3, 1.8, 22
> CC12CCC(=O)N1C(C(=O)OCc1c(Cl)cccc1Cl)CS2 (stereo not drawn)
  -2, 1.3, 13
> CCc1noc(C)c1C(=O)Nc1ccc(S(=O)(=O)N2CCCC(C)C2)cc1 (stereo not drawn)
  -14, -0.6, 10
> CC(=O)c1ccc2c(c1)C1C=CCC1C(c1ccncc1)N2 (stereo not drawn)
  -16, -0.1, 26
> CN(Cc1ccccc1)C(=O)c1nc2ccccn2c1CNCCn1cccn1
  -4, -4.8, 8
> CCOC(=O)C(C(=O)OCC)C1CCS(=O)(=O)C1 (stereo not drawn)
  4, -1.0, -7
> O=C(Nc1cccc(Cl)c1)NC1CC2CCC(C1)N2Cc1cccs1 (stereo not drawn)
  -18, -1.4, 11
> CC1CC(C)(C)CC2(C1)NC(=O)N(CC(=O)NCC(c1ccco1)N1CCCCC1)C2=O (stereo not drawn)
  -35, -2.2, 15
> CC(C)C(C)NC(=O)CN1C(=O)NC2(CCCCCC2)C1=O (stereo not drawn)
  -14, -0.7, 11
> Cc1cc2nc(-c3ccc(SCc4ccccc4C#N)nc3)[nH]c2cc1C
  12, -2.2, 16
> CCOC(=O)c1c(-c2ccc(OC)cc2)oc2cc(Br)c(O)cc12
  1, -1.0, 0
> Cn1nc(C(=O)NNC(=O)COc2ccccc2)c2ccccc2c1=O
  -19, -0.8, 7
> CCCNC(=O)c1c(N)n(-c2ccc(S(N)(=O)=O)cc2)c2nc3ccccc3nc12
  -7, 1.0, 4
> COc1ccccc1NC(=O)C1=C(C)NC(=O)NC1c1ccc(C)cc1 (stereo not drawn)
  -14, 1.7, 10
> COc1ccc(CCNC(=O)CSc2ccc(-c3cccs3)nn2)cc1
  0, -0.4, 41*
> O=C(C1CC1)N1CCN=C1SCc1cccc(C(F)(F)F)c1
  -19, -0.8, 28
> CC(=O)Oc1ccc(S(=O)(=O)c2ccc(OC(C)=O)cc2)cc1
  12, 4.4, 6
> Cc1ccc2nc(SCC(=O)N3CCCC3)nc(=O)n2c1
  -9, -1.5, -2
> Cc1nc(-c2cn[nH]c2)c2cc(C)oc2n1
  -6, 1.2, 26
> COc1ccccc1CNC(=O)CCN=C1NS(=O)(=O)c2ccccc21
  -12, -1.0, -1
> N#CC1=C(SCC(=O)c2ccc(Cl)cc2)NC2=C(C(=O)CCC2)C1c1ccco1 (stereo not drawn)
  -31, -1.6, 11
> Cn1cc(C(=O)NC2CCCCC2)c(=O)c2cc(S(=O)(=O)N3CCCC3)ccc21
  -17, 8.1, 11
> O=C(CCS(=O)(=O)Cc1ccc(Cl)cc1)NCCc1ccccc1
  -22, -0.8, 10
> CCCCN(CCCC)C(=O)CCS(=O)(=O)c1ccc2c(c1)n(C)c(=O)c(=O)n2C
  -22, 0.2, 5
> CCO[C@H]1OC(C(N)=O)=C[C@@H](c2ccccc2)[C@@H]1CCCO
  -5, -0.3, 20
> O=C(O)Cn1c2c(c3ccccc31)CSc1ccc(Cl)cc1-2
  2, -0.1, 1
> COc1c(C)cc(Br)cc1C(=O)Nc1ccc(C)cc1[N+](=O)[O-]
  5, -0.9, 14
> Cc1ccccc1OCCN1CCCC1
  9, -1.6, 9
> CC(CCc1ccccc1)NC(=O)CN(C)Cc1ccc(F)cc1 (stereo not drawn)
  -29, -0.7, 12
> CCOC(=O)C1CCCN(C2=NC(=O)/C(=C/c3ccc(OC)cc3)S2)C1 (stereo not drawn)
  -30, 0.9, 29
> O=C(CCn1cccc1)NCc1ccc(Cl)cc1
  -13, -1.5, 26
> CN(C)CCCN1C(=O)C(O)=C(C(=O)c2cc3ccccc3o2)C1c1ccccc1 (stereo not drawn)
  9, -0.3, -34
> O=C(CCS(=O)(=O)c1ccc(Br)s1)NCc1cccs1
  -21, 2.3, 18
> COc1ccc(CCn2c(N)c(C(=O)NCc3ccco3)c3nc4ccccc4nc32)cc1
  -6, 1.0, 15
> Cc1nc2c(C)cccc2c2c1CCN2c1ccccc1F
  -19, 0.5, 10
> COc1cc(NC(=O)[C@H]2CSCN2C(=O)[C@@H]2CCC(=O)N2)cc(OC)c1OC
  -11, -1.1, 8
> COc1ccc(NS(=O)(=O)c2ccc(F)c(F)c2F)cc1S(=O)(=O)N1CCOCC1
  -9, -1.2, -3
> COc1cccc(N2CCN(c3ccc4nnc(CCC(=O)N5CCC(C)CC5)n4n3)CC2)c1
  -17, -1.9, 11
> COCCN(C(=O)COC(=O)CCOc1ccccc1)c1c(N)n(Cc2ccccc2)c(=O)[nH]c1=O
  -8, -0.4, 6
> CCOC(=O)CN(C(=O)CNC(=O)c1ccco1)C(C(=O)NC1CCCCC1)c1cccc(OC)c1 (stereo not drawn)
  -27, 0.3, 11
> CCCCC(=O)Nc1ccc(C(=O)Nc2ccc3c(c2)OCO3)cc1
  -9, -0.2, 1
> NC(=O)C1CCN(C(=O)CCSCc2ccccc2)CC1
  -11, 0.2, -5
> COc1ccc([C@H]2CC(=O)C=C(c3ccc(Cl)c(C(F)(F)F)c3)C2)cc1
  -19, -1.5, -4
> CC(=O)Nc1ccc(S(=O)(=O)NNC(=O)COc2cccc(C)c2)cc1
  -25, 1.1, 29
> COc1cc(OC)cc(C(=O)OCC(=O)Nc2ccc(N3CCCCC3)cc2)c1
  2, -0.7, 19
> Cn1cc(/C=C(\NC(=O)c2ccccc2Cl)C(=O)N2CCOCC2)c2ccccc21
  -30, -0.8, 2
> O=c1[nH]ncn2cccc12
  -19, 8.4, 24
> CN(C)c1ccc(C2SCCN2C(=O)c2ccc([N+](=O)[O-])cc2)cc1 (stereo not drawn)
  -31, 0.2, 16
> CCNS(=O)(=O)c1ccc(CCC(=O)Nc2ccc3c(c2)OCCO3)cc1
  -9, 3.2, 1
> C=CCSc1cc(C)nc2c(-c3ccc(Cl)cc3)c(C)nn12
  -42, -1.4, 14
> COc1cc2c(OC)cccc2cc1C(=O)O
  8, 0.2, 10
> CCOC(=O)C1CCCN(Cc2nc(C3CC3)no2)C1 (stereo not drawn)
  -4, 0.1, 14
> CCCC(=O)Nc1nnc(-c2ccc3c(c2)OCO3)s1
  -27, 0.2, 6
> O=C(NCc1ccccc1)C1CCCN(c2nc3ccsc3c(=O)s2)C1 (stereo not drawn)
  1, -0.6, 21
> CC1CN(c2ccc([N+](=O)[O-])nc2)CC(C)O1 (stereo not drawn)
  -5, 0.5, 82*

Full records from above. Order of screens: OX1R antag-1 | STK33 kinase inh | OX1R antag-2
Results for COc1ccc([C@H]2CC(=O)C=C(c3ccc(Cl)c(C(F)(F)F)c3)C2)cc1 → -19 | -1.5 | -4
Results for CCNS(=O)(=O)c1ccc(CCC(=O)Nc2ccc3c(c2)OCCO3)cc1 → -9 | 3.2 | 1
Results for COc1cc(OC)cc(C(=O)OCC(=O)Nc2ccc(N3CCCCC3)cc2)c1 → 2 | -0.7 | 19
Results for O=c1[nH]ncn2cccc12 → -19 | 8.4 | 24

The list goes on:
Below each compound: OX1R antag-1, STK33 kinase inh, OX1R antag-2
> COc1ccc(C(C#N)Nc2ccccc2)cc1 (stereo not drawn)
  -23, -1.9, 7
> COCCNC(=S)NNc1ccccc1[N+](=O)[O-]
  -7, 0.9, 28
> O=C(CSc1n[nH]c(-c2ccco2)n1)Nc1ccccc1
  -10, -0.7, 21
> Cc1cc(C)n(-c2nc(C)nc3c2cnn3-c2ccccc2)n1
  -15, 0.5, 9
> CC(CC1CC(C)(C)OC1=O)C(=O)Nc1nncs1 (stereo not drawn)
  -9, -0.4, 8
> CC(C)(C)C1=NN(C(=O)c2ccccc2)C(O)(C(C)(C)C)C1 (stereo not drawn)
  -10, -2.0, 11
> Fc1cccc(Cl)c1CSc1ccc(-c2ccco2)nn1
  -12, -0.1, 26
> CCOC(=O)C[N+]1(C)CCN(C(C)=O)CC1
  -11, -2.3, 3
> COCCn1c(SCC(=O)N2CCc3ccccc32)nc2c(c1=O)SC(C)C2 (stereo not drawn)
  -22, -0.7, 9
> Cc1ccc(-c2nnc(SC(C)C#N)n2N)cc1 (stereo not drawn)
  -25, -2.9, 5
> Cc1ccccc1OCC(=O)N/N=C/c1ccncc1
  -2, 1.8, 9
> CCC(=O)Nc1ccc(C(=O)Cn2ncc(Cl)c(Cl)c2=O)cc1
  -3, -1.4, 41
> Cc1ccc(CC2C(=O)N(c3ncccn3)C(=O)C2C)cc1 (stereo not drawn)
  -5, 0.8, 9
> c1ccc2c(c1)OCC(CNCC1COc3ccccc3O1)O2 (stereo not drawn)
  -25, -0.5, 9
> Cc1ccccc1C1NC(=S)NC2=C1C(=O)CCC2 (stereo not drawn)
  -9, -0.6, 23
> Cc1cc(NC(=O)c2cc(Cl)ccc2Cl)no1
  0, -0.5, 24
> Cc1ccc(C)c(N2CCN(C(=O)c3ccc(N4CCCC4=O)cc3)CC2)c1
  -33, -1.7, 7
> O=C(O)c1cnn2c(C(F)F)cc(C3CC3)nc12
  -2, -3.2, 2
> Cc1cc(C)n(C(=O)CNC(=O)c2ccc(Cl)cc2Cl)n1
  -17, -1.3, 12
> Cc1ccc(-c2nc(CS(=O)CC(=O)NC3CCCC(C)C3C)c(C)o2)cc1 (stereo not drawn)
  -28, -1.3, -3

6 entries picked at random from the list so far, as already listed:
Below each compound: OX1R antag-1, STK33 kinase inh, OX1R antag-2
> Cc1cc(C)n(-c2nc(C)nc3c2cnn3-c2ccccc2)n1
  -15, 0.5, 9
> O=C(O)c1cnn2c(C(F)F)cc(C3CC3)nc12
  -2, -3.2, 2
> COc1ccc(C(C#N)Nc2ccccc2)cc1 (stereo not drawn)
  -23, -1.9, 7
> Cc1ccc(C)c(N2CCN(C(=O)c3ccc(N4CCCC4=O)cc3)CC2)c1
  -33, -1.7, 7
> O=C(CSc1n[nH]c(-c2ccco2)n1)Nc1ccccc1
  -10, -0.7, 21
> Cc1cc(NC(=O)c2cc(Cl)ccc2Cl)no1
  0, -0.5, 24

Part of the list above, as comma-separated lines:
SMILES,OX1R antag-1,STK33 kinase inh,OX1R antag-2
CCOC(=O)C[N+]1(C)CCN(C(C)=O)CC1,-11,-2.3,3
O=C(O)c1cnn2c(C(F)F)cc(C3CC3)nc12,-2,-3.2,2

(list continues)
Below each compound: OX1R antag-1, STK33 kinase inh, OX1R antag-2
> CCN(CC)S(=O)(=O)c1cccc(C(=O)OCC(=O)Nc2ccccc2OC(F)F)c1
  -28, 1.2, 7
> Cc1ccc(C(=O)COC(=O)COc2ccccc2O)cc1C
  -16, -2.4, 1
> Nc1cnc(Nc2ccc(Br)cc2)nc1N
  -15, -0.6, 4
> COC(=O)[C@@]12CCCCN1[C@H](c1ccc(-c3cccc(Cl)c3)cc1)[C@H]1C(=O)N(C)C(=O)[C@H]12
  -24, -1.1, 12
> Cc1cccc(N(C(=O)c2sc(C)nc2C)C(C(=O)NCC2CCCO2)c2ccccc2)c1 (stereo not drawn)
  -15, 0.5, 16
> CCn1c(SCC(=O)N/N=C/c2ccccc2OCC(=O)O)nnc1-c1ccc(C)cc1
  -5, 0.1, 7
> CCCCCCCCN1[C@@H](CC(=O)OC)c2cc(C(F)(F)F)ccc2S1(=O)=O
  -35, -0.7, 7
> COc1c(S(=O)(=O)N2CCN(C)CC2)ccc(Cl)c1Cl
  -5, 0.6, 7
> COc1ccccc1-n1c(SCC(=O)Nc2nnc(C)s2)nc2c(c1=O)SCC2
  -14, -0.7, 12
> CC1=C(C(=O)Nc2cccc(C)c2C)C(c2cccs2)NC(=S)N1 (stereo not drawn)
  -18, 0.5, 8
> NC(=O)/C(=C\c1ccccc1)NC(=O)/C=C/c1ccccc1
  -19, -0.5, 18
> C/C(=N/NC(=O)c1ccc2c(c1)OCO2)c1ccc(NC(=O)C(F)(F)F)cc1
  -21, -0.7, 12
> O=C(O)C1CCCCC1C(=O)NCCc1ccc(Cl)cc1 (stereo not drawn)
  -20, 0.3, 19
> CC/C(=N\NC(=O)c1ccncc1)C12CC3CC(CC(C3)C1)C2
  -9, 0.1, 5
> CCN(c1ccc(OC)cc1)S(=O)(=O)c1nnc(NC(=O)CC(C)C)s1
  -23, 1.0, 7
> O=C(Nc1ccc(O)c(-c2nc3ccccc3o2)c1)C1(c2ccc([N+](=O)[O-])cc2)CCCC1
  2, -1.4, 14
> Cc1nc2ccccn2c1C(=O)CSc1ccccc1Cl
  -28, -1.3, 58
> CN(CCOc1ccccc1)C(=O)c1cc([N+](=O)[O-])ccc1N1CCOCC1
  -19, x, 41
> O=C(O)CC1NC(=O)N(c2ccc(Cl)cc2)C1=O (stereo not drawn)
  4, -1.0, 15

Some values from the list.
Reading of Cn1nc(C(=O)NNC(=O)COc2ccccc2)c2ccccc2c1=O under OX1R antag-2: 7
Reading of CC1CN(c2ccc([N+](=O)[O-])nc2)CC(C)O1 (stereo not drawn) under STK33 kinase inh: 0.5
Reading of O=C(Nc1ccc(O)c(-c2nc3ccccc3o2)c1)C1(c2ccc([N+](=O)[O-])cc2)CCCC1 under OX1R antag-2: 14
